KCNH2 3.1 block – KCNH2 3.1 (human) potassium channel inhibition; U2OS KCNH2 3.1, thallium flux FluxOr; active compounds read low; 0.95% of 340,000 active; AID 720553; activity change, % (tested at about 1.8 µM);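 active means maximum activity change below -70%; inconclusive means maximum activity change from -70% to -50%; inactive means maximum activity change above -50%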;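 further: thallium influx rate constant from kinetic fluorescence after stimulation buffer; on the % scale 0 is the no-effect control and ±100 the full control effect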
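Thallium flux via FluxOr fluorescence (Red40 quencher, 45 min loading) in U2OS cells virally expressing the KCNH2 3.1 isoform (1.77 x 10^8 /mL virus, overnight at 37 C). Rate constants from 2-min kinetic reads post-stimulation, normalised to positive and negative controls.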
RORgamma inh – ROR gamma (mouse) transcription inhibition; Drosophila S2 Gal4-RORgamma UAS-luciferase reporter, 20 h; Potency, µM (top dose mostly 53.6 µM), for inactives: top-dose activity change, negative = inhibition, actives largely listed as inhibitors; 5.4% of 310,000 active; AID 2551; further: potency means the concentration at half of the fitted maximal effect; on the % scale 0 is the no-effect control and ±100 the full control effect; nearly all actives have a fitted effect of over 60% in size
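A Gal4/UAS one-hybrid system in insect cells: metallothionein-promoter Gal4–ROR gamma fusion plus Photinus luciferase reporter. Copper sulfate 700 uM final, 20 hr ambient incubation, luminescent detection after 10 min with reagent.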
PKM2 activator – increases activity of human pyruvate kinase M2; P14618; purified PKM2, Kinase-Glo ATP luminescence, activation; response scale: 0% is enzyme alone, no compound; Potency, µM (top dose mostly 57.5 µM), inactives show at the top dose activation, usual class: activators; 0.34% of 260,000 active; AID 1631; further: potency means the concentration at half of the fitted maximal effect; on the % scale 0 is the no-effect control and ±100 the full control effect; nearly all actives have a fitted effect of over 55% in size
Target sequence (P14618 whole entry, looked up): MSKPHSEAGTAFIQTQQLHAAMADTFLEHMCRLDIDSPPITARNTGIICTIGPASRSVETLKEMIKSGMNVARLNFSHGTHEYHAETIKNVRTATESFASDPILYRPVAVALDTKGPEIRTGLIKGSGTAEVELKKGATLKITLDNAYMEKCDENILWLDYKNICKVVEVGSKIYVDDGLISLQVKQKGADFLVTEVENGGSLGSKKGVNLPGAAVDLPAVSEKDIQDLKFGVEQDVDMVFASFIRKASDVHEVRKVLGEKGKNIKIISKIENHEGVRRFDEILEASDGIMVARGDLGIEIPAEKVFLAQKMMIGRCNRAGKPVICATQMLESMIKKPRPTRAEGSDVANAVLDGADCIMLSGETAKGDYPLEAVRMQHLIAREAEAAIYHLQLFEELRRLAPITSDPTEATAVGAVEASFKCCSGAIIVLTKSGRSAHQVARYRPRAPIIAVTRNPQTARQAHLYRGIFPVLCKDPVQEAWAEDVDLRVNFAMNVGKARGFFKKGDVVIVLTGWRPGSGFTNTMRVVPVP
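Purified hPK-M2 (>95%) run at intermediate activity with 0.1 mM ADP and 0.5 mM PEP in 50 mM imidazole pH 7.2, KCl, MgCl2; 1 h room temperature. ATP formed read by Kinase-Glo luminescence; normalized to uninhibited and no-enzyme controls.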
Rab9 prom act – Rab9 promoter activation; Huh7 Rab9 promoter-luciferase reporter, luminescence, 24 h; Potency, µM (top dose mostly 9.22 µM), for inactives: top-dose activation, negative = inhibition, most hits filed as activators; 2.8% of 320,000 active; AID 485297; further: potency means the concentration at half of the fitted maximal effect; % of control where 0% means no effect; nearly all actives have a fitted effect of over 60% in size
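Luminescence read-out: Huh7 cells stably expressing Rab9-luciferase, treated 24 h with compound at 37 °C, then lysed with luciferase reagent for 10 min at ambient before reading.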
VP16 counter – Gal4-VP16 reporter inhibition counter-screen; Potency, µM (titrated, usually from 53.6 µM), for the others: at the top dose activity, negative = inhibition, actives largely listed as inhibitors; Drosophila S2 Gal4-VP16 UAS-luciferase, luminescence, 20 h; 3.5% of 310,000 active;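 further: Gal4-VP16 expression switched on by copper sulfate through the metallothionein promoter; potency means the concentration at half of the fitted maximal effect; on the % scale 0 is the no-effect control and ±100 the full control effect; nearly all actives have a fitted effect of over 50% in size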
FLuc modulator – firefly luciferase modulation, counter-screen for miR-21 project; P08659; purified FLuc, Km substrates, luminescence inhibition; 6.9% of 360,000 active; Potency, µM (top dose mostly 57.5 µM), inactives show top-dose activity change, negative = inhibition, most hits filed as inhibitors;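 further: potency means the concentration at half of the fitted maximal effect; plate controls were vehicle for no effect and reference inhibitor for full effect; nearly all actives have a fitted effect of over 55% in size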
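Biochemical qHTS of compounds, final roughly 60 µM downward over six points, against 10 nM purified firefly luciferase using Km concentrations of substrates (10 uM D-luciferin, 10 uM ATP) in Tris acetate pH 7.5 buffer; luminescence output.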
Menin-MLL TR inh – menin-MLL binding inhibition, Texas Red mutant peptide. Potency, µM (series often up to 61.6 µM), inactives show at the highest dose FP activity change, negative = inhibition, usual class: inhibitors. AID 1768. O00255. 0.23% of 270,000 active. Menin + Texas Red MLL mutant peptide, fluorescence polarization; active means well fitted inhibition curve with a large enough effect in the polarisation, with a control signal flat, not every such curve was filed as active; inconclusive means small, poorly fitted or top-dose-only effect, or effect the other way, or a change in a side signal; inactive means no such curve, though single readings can be large or run the other way; the % refers to the polarisation; further: potency means the concentration at half of the fitted maximal effect; % of control where 0% means no effect; many of its hits are not listed in these tables
ELG1 DNA repair – blocks ELG1-dependent DNA repair in HEK293T cells | HEK293T ELG1-luciferase reporter, luminescence, 16 h; DNA damage induced by 5-fluorouridine | Potency, µM (doses to about 46.1 µM), for inactives: top-dose activity change, negative = inhibition, actives largely listed as inhibitors | 2.3% of 330,000 active; further: potency means the concentration at half of the fitted maximal effect; on the % scale 0 is the no-effect control and ±100 the full control effect; nearly all actives have a fitted effect of over 55% in size
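Quantitative HTS, concentration-response format. 2,000 cells/well co-treated with 5-fluorouridine and compound, 16 hr in 5% CO2 at 37 °C; ONE-Glo luminescence read after 30 min.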
MBNL1 CUG block – MBNL1-poly(CUG) RNA binding inhibition | TR-FRET MBNL1-His/biotin-(CUG)12 binding, 665/545 ratio | Potency, µM (doses to about 57.5 µM), inactives show at the highest dose activity change, negative = inhibition, usual class: inhibitors | 0.036% of 280,000 active | AID 2675; active means well fitted inhibition curve with a large enough effect in the signal ratio, with a control signal flat, not every such curve was filed as active; inconclusive means small, poorly fitted or top-dose-only effect, or effect the other way, or a change in a side signal; inactive means no such curve, though single readings can be large or run the other way; the % refers to the signal ratio; further: potency means the concentration at half of the fitted maximal effect; on the % scale 0 is the no-effect control and ±100 the full control effect
Target sequence (Q9NR56 whole entry, looked up): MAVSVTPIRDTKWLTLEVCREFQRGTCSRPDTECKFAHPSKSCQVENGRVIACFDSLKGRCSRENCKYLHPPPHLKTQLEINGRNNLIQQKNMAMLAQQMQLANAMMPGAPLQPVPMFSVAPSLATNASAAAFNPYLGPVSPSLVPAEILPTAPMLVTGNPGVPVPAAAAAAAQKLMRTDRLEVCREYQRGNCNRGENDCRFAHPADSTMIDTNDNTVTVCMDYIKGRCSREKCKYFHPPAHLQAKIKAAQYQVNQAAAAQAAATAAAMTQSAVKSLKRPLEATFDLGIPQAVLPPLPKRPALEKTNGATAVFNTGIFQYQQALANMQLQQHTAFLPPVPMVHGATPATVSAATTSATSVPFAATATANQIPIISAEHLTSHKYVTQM
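TR-FRET between His-tagged MBNL1 and biotin-(CUG)12 RNA, detected with Tb anti-His antibody (0.055 ng/ul) and streptavidin-XL665 (5 nM), 60 min at room temperature. Compounds titrated 92 nM to 58 uM; 665/545 nm ratio normalized to buffer and complex controls.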
Mito fusion yeast – inhibitors of mitochondrial division or activators of mitochondrial fusion | S. cerevisiae fusion-defective mutant growth rescue, CellTiterGlo 48 h | Potency, µM (series often up to 46.1 µM), for inactives: at the highest dose growth rescue (activation), usual class: activators | 0.23% of 320,000 active;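 further: potency means the concentration at half of the fitted maximal effect; % of control where 0% means no effect; nearly all actives have a fitted effect of over 45% in size; temperature-sensitive fusion mutants such as fzo1-1 at 37 °C on non-fermentable ethanol glycerol medium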
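Temperature-sensitive fusion-defective S. cerevisiae (e.g. fzo1-1, mgm1-5) were grown with compound in YPEG medium (3% ethanol, 3% glycerol) for 48 hours at 37C. Growth rescue was measured as viability by CellTiterGlo luminescence after 10 minutes at ambient.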
NPC1 promoter act – activators of NPC1 promoter; Potency, µM (titrated, usually from 9.22 µM), for inactives: top-dose activation, most hits filed as activators; AID 485313; Huh7 NPC1 promoter luciferase reporter, 24 h; 2.4% of 320,000 active;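 further: potency means the concentration at half of the fitted maximal effect; % of control where 0% means no effect; nearly all actives have a fitted effect of over 60% in size; reporter is driven by a mutant NPC1 promoter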
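Luciferase expression driven by the NPC1 promoter was measured in stably transfected Huh7 cells after a 24 h compound incubation, using a luciferase reagent and a luminescence read.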
* marks the source's active call; other numbers are inactive results; ? = inconclusive; / = not tested or not shown; & = joins results of further samples; [ ] = dose if it differs, or a comment. Unless noted, the call rests on the fitted dose curve; in most records, active means well fitted curve in the direction sought with a large enough effect; inconclusive means small, poorly fitted or top-dose-only effect, or another doubt; inactive means no such curve, though single readings can be large; an effect the other way counts as inactive or inconclusive. Not all compounds are listed; the hit share may differ from the screen's.

SMILES	KCNH2 3.1 block	RORgamma inh	PKM2 activator	Rab9 prom act	VP16 counter	FLuc modulator	Menin-MLL TR inh	ELG1 DNA repair	MBNL1 CUG block	Mito fusion yeast	NPC1 promoter act
CCC(=O)c1cn(CC(=O)Nc2cccc(OC)c2)c2ccccc12	9.2	7.7%[1.91 µM]	0.9%	6.9%	-2.4%	-1.6%	?	-15.1%	27.8%	-0.5%	1.4%
CCOc1cc(-c2noc(CCC(=O)N3CCOCC3)n2)ccc1OC	6.2	-3.6%	0.7%	5.0%	3.4%	-0.3%	3.9%	2.9%	6.3%	-1.5%	-5.8%
CCOC(=O)N1CCN(C(=O)c2cnsn2)CC1	22.7	-24.9%	1.1%	0.6%	2.5%	-1.2%	18.8%	4.1%	11.9%	-1.2%	0.4%
O=C(Cc1ccccc1Cl)NCCCn1ccnc1	-6.7	12.3%	27.5%	0.2%	-12.9%	-1.0%	-2.0%	4.5%	/	-3.8%	0.7%
CSc1nc2c(cc1C#N)CCC2	-4.0	5.9%	-0.1%	-1.7%	1.6%	-1.3%	/	6.5%	-12.2%	0.3%	1.0%
CC(C)c1nc(SCC(=O)Nc2ccc3c(c2)OCCO3)c2c(=O)n(C)c(=O)n(C)c2n1	2.3	3.5%	-0.3%	-2.4%	-2.5%	4.7%	-0.1%[11.7 µM]	-5.3%	-2.3%	-0.3%	0.2%
COc1ccc(CNc2ncnc(N)n2)cc1	14.8	2.1%	1.9%	3.7%	13.5%	4.2%	-0.8%	0.9%	4.2%	-0.6%	1.2%
C/C(=N/NC(=O)c1cc(C)[nH]n1)c1ccco1	16.5	2.7%	-11.1%	3.98µM*	-3.0%	21.3µM*	/	?	-0.4%	2.3%	?
CCOC(=O)c1c(-c2cccc3ccccc23)csc1NC(=O)C1C2CCC(O2)C1C(=O)O (centres undefined)	-7.1	38.8%	0.5%	-0.5%	2.5%	-0.3%	0.2%	1.7%	9.4%	0.3%	-1.3%
CCO[C@@H]1OC(C(=O)N2CCOCC2)=C[C@H](C2CC2)[C@H]1CCCO	-10.0	21.9%	1.1%	-1.7%	-7.2%	-0.1%	-12.2%	?	-10.3%	-2.8%	-0.7%
C=CCc1cc(Cl)ccc1OCCNCCN1CCOCC1	-9.0	-41.2%	-0.1%	-17.1%	-1.1%	2.0%	-12.6%	5.9%	-4.7%	-4.8%	0.3%
Cc1nn(C(C)C(=O)NCc2ccccc2Cl)c(=O)c2c1sc1ccccc12 (centres undefined)	10.4	12.1%	-1.9%	-5.2%	1.0%	-2.6%	/	-10.8%	4.7%	7.6%	2.3%
CCOC(=O)c1oc2cccc(O)c2c1CN1CCOCC1	2.1	2.7%	-1.2%	-8.7%	-10.4%	-0.8%	2.8%	-2.1%	6.1%	-4.8%	3.1%
O=C(COC(=O)c1n[nH]c2ccccc12)c1ccc(F)c(F)c1	-30.4	/	/	4.6%	/	9.53µM*	/	17.5%	/	13.7%	6.5%
C[C@@H](C(=O)NCc1ccccn1)[C@H]1C[C@]1(C)[C@H](NC(=O)OCc1ccccc1)c1ccccc1	/	23.5%&-41.4%	-19.1%&2.0%	0.7%	-15.4%&22.9%	1.1%	-1.9%&-24.2%	?	-23.6%	?	-0.1%
Cc1ccc(OCCNC(=O)CNC(=O)c2ccc(C)c(C)c2)cc1	-3.2	/	/	1.3%	/	3.5%	/	14.1%	/	-10.5%	-0.5%
Cc1nnc(NC2(C(F)(F)F)C(=O)Nc3c2c(=O)n(C)c(=O)n3C)s1 (centres undefined)	-9.7	-18.6%	2.0%	-6.6%	0.0%	1.9%	18.7%	20.4%	-10.1%	-2.8%	0.0%
O=c1[nH]c(C(Cl)Cl)nc2sc3c(c12)CCN(Cc1ccccc1)C3	-7.3	?	17.9%	-5.3%	-6.8%	?	-4.8%	11.7%	18.9%	?	-1.5%
CN(C)CCN(C)Cc1ccc2c(c1)Cc1ccccc1-2	/	-26.8%	0.7%	0.3%	-0.7%	0.0%	-2.0%	?	-13.4%	-4.8%	1.0%
CC(C)[C@@H](N)C(=O)NCC1CCC(C(=O)N[C@@H](Cc2ccccc2)C(=O)O)CC1 (some centres undefined)	0.2	9.6%	/	0.9%	-3.7%	0.4%	14.7%	1.5%	-8.2%	4.5%	0.1%
CCC(C)[C@H](NS(=O)(=O)c1ccc(C)cc1)C(=O)N1CCC(C(=O)N2CCC(C(=O)OC)CC2)CC1 (some centres undefined)	6.6	1.5%	2.0%	2.4%	-14.7%	-0.1%	-6.4%	-6.8%	-7.4%	-0.8%	-1.3%
Cn1c(=O)n(C/C=C/c2ccccc2)c(=O)c2c1nc1n2CCCN1c1ccc(F)cc1	-6.4	0.3%	?	11.1%	-12.9%	-1.1%	5.1%	23.1µM*	-5.8%	2.9%	-0.2%
Cc1ccccc1NC(=O)Cc1nc(COC(=O)c2cc(Br)ccc2O)cs1	-12.3	/	/	-2.8%	/	3.2%	/	-17.2%	/	7.8%	1.5%
COCCN1C=C(C(=O)OC)C(c2ccc(Cl)cc2)C(C(=O)OC)=C1	7.4	3.2%	16.8%	-0.9%	0.1%	3.2%	-0.7%	-7.8%	9.0%	11.2%	-0.8%
CCCCN(CC)CCNC(=O)c1nn(-c2ccc(OC)cc2)c(=O)c2c1c1ccccc1n2C	8.7	2.6%	0.1%	-4.5%	-1.2%	-1.3%&-1.3%	-9.4%	?	6.0%	1.4%	-3.9%
Cn1c(=O)c(C(=O)NCCCc2ccccc2)c(O)c2ccccc21	0.0	?	0.9%[11.5 µM]	6.3%	?	?	25.6%	11.8%	10.9%	0.4%	3.8%
COc1ccc(C2C(C#N)=C(C)NC3=C2S(=O)(=O)c2ccccc23)cc1 (centres undefined)	4.0	-11.1%	-3.3%	1.7%	-0.6%	4.8%	-29.8%	?	?	18.9%	0.5%
Cc1cc(C)c(NC(=O)COc2cccnc2[N+](=O)[O-])c(C)c1	-5.1	/	/	1.7%	/	-1.5%	/	4.8%	/	0.1%	-1.7%
COC(=O)c1cc(OC)c(OC)cc1NC(=S)Nc1cccc(C(C)=O)c1	0.6	?	7.4%	-1.6%	?	-11.2%	22.0%	10.7%	-22.7%	0.0%	2.7%
COc1ccc2nc(NC(=O)c3ccc([N+](=O)[O-])o3)sc2c1	2.2	?	-5.1%	2.82µM*	11.2µM*	2.13µM*	?	?	?	-18.1%	?
COC(=O)c1sc(NC(=O)COc2ccc(C)cc2)nc1C	8.4	-14.7%	6.6%	11.3%	?	16.9µM*	-15.3%	4.6%	?	-2.1%	-0.8%
COc1ccc(Oc2nc(-c3ccccn3)ncc2OC)cc1	2.9	7.08µM*	0.4%	1.1%	-19.7%	-0.9%	-20.9%	-28.2%	/	2.3%	-8.6%
COc1ccc(OC)c(NC(=O)c2oc3ccccc3c2NC(=O)C2CC2)c1	-22.4	-24.8%	-4.3%	3.6%	-19.6%	3.2%	15.2%	4.5%	7.8%	-0.9%	-4.3%
COc1ccc(C(=O)Nc2ccnn2C2CCN(Cc3cnn(C)c3)CC2)cc1	-13.4	0.0%	-1.5%	9.2%	-8.8%	1.0%	2.8%	?	-7.9%	4.0%	-2.4%
Cc1c(C2(O)CCCCC2)[nH]c2ncccc12	-12.2	/	/	-3.4%	/	-10.5%	/	?	/	-6.8%	1.1%
O=C(CC1CCCC1)Nc1cccc(Br)c1	-2.6	23.7%	/	17.7%	-6.0%	?	/	27.7%	0.4%	3.9%	0.8%
CCOC(=O)c1c(NC(=O)CC)sc(C(=O)NC2CCCC2)c1C	1.0	?	-5.5%	?	4.2%	-3.2%	-16.6%	-27.8%	41.9%[activator]	21.4%	2.9%
O=S(=O)(c1ccccc1Cl)N1CCCC1c1nc(-c2ccc(Cl)cc2)no1 (centres undefined)	-12.3	33.6%	0.8%	-2.1%	-4.1%	1.7%	23.4%	-12.7%	6.5%	?	-0.1%
NS(=O)(=O)c1ccccc1NC(=S)Nc1ccccc1S(N)(=O)=O	3.8	5.3%	/	-7.8%	-7.5%	-1.8%	3.2%	-4.6%	3.0%	15.3%	-2.4%

Screening data deposited in PubChem BioAssay by National Center for Advancing Translational Sciences (NCATS).
